From PubChem BioAssay
MOR-DOR ag: agonists of human mu-delta opioid receptor heterodimerization | P35372+P41143 | cells, OPRM1-OPRD1 heterodimerization, luminescence | activation, % at 9.3 µM | 340,000 compounds, 0.3% hits | AID 504326; in the data active = activation above about 18%;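 also: 0% = vehicle-treated cells and 100% = reference agonist; values of inactives mirror those of a sister screen read the other way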
Keap1 Nrf2 FP: inhibitors of human Keap1-Nrf2 protein-protein interaction | Keap1 Kelch-Nrf2 peptide fluorescence polarization, 1536-well | AID 504523 | inhibition, % at 9.4 µM | 340,000 compounds, 0.15% hits; in the data active = inhibition above about 12%;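 also: human Keap1 Kelch domain with fluorescein labeled Nrf2 9mer peptide probe; 0% = neutral control wells and 100% = peptide positive control; higher means more block of Keap1 binding to Nrf2 peptide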
Target sequence (Q14145 whole entry, looked up, the tested form may be a part): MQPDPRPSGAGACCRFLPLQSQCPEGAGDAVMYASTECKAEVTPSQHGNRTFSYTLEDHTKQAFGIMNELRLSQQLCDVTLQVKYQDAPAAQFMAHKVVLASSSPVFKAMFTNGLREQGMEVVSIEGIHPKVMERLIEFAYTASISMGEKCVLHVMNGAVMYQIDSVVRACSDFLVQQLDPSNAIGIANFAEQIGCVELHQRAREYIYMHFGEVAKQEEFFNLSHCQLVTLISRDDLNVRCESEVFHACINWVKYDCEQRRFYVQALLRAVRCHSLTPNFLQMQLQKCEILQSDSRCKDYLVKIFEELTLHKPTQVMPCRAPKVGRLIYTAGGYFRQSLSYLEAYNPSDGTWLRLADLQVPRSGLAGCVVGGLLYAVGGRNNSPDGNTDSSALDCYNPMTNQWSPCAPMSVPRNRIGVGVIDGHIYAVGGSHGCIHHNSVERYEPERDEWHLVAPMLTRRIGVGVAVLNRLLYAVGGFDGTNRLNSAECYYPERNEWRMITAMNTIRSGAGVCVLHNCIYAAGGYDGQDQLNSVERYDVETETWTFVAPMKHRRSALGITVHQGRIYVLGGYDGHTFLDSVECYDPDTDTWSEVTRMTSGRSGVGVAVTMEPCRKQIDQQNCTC
HTR5A ag ctr: activates human HTR5A in OPRM1-OPRD1 agonist counter-screen; P47898; HTR5A agonist assay, luminescence, cell-based; activation, % at 9.3 µM; 340,000 compounds, 0.61% hits; in the data active = activation mostly above about 9.5%, no sharp cut-off; inactive = mostly below about 7.6%;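 also: 0% = cells with vehicle only and 100% = reference agonist; strong numbers were not always called active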
Target sequence (P47898 whole entry, looked up): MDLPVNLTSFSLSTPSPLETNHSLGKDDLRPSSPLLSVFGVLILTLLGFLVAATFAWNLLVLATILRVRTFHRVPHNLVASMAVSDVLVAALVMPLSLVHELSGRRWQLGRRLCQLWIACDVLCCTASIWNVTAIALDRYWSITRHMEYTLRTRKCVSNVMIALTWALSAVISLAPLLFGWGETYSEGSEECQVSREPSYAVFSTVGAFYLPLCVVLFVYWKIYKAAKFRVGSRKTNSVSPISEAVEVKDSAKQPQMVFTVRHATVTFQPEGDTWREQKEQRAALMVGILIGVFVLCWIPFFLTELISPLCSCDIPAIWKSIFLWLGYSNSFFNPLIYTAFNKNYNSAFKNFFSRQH
C-LANA FP: blocks KSHV LANA C-terminal domain binding to DNA; MBP-C-LANA/FAM-LBS DNA binding, fluorescence polarization; AID 504423; 340,000 compounds, 0.078% hits; inhibition, % at 9 µM;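 active = highest replicate inhibition at or above 60% at 9 µM, even if other replicates fall short; inactive = all replicates below 60% inhibition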;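 also: 0% = neutral control wells and 100% = 4 µM acridine orange control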
MOR-DOR inv ag: inverse agonists of human mu-delta opioid receptor heterodimerization | P35372+P41143 | cell-based MOR-DOR heterodimer luminescence, inverse agonism | inhibition, % at 9.3 µM | 340,000 compounds, 0.21% hits; in the data active = inhibition above about 22%, passing the limit was not always enough;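 also: 0% = cells with DMSO and 100% = wells without cells with DMSO; values of inactives mirror those of a sister screen read the other way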
CAL-PDZ inh HTS: CAL PDZ (human) peptide binding inhibition | Q9HD26 | purified CAL PDZ, TMR-peptide fluorescence polarization, 1 h | inhibition, % at 24.9 µM | 300,000 compounds, 0.92% hits;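 active = mean inhibition of at least 30% with at least half of replicates also reaching 30%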;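 also: 0% = DMSO neutral control and 100% = excess unlabeled competitor peptide PRC23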
HTR5A inv ag: HTR5A inverse agonism, opioid heterodimer counter-screen. HTR5A cell line, luminescence. P47898. inhibition, % at 9.3 µM. 340,000 compounds, 0.083% hits. AID 504634; in the data active = inhibition mostly above about 23%, no sharp cut-off; inactive = mostly below about 18%;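 also: 0% = cells with DMSO and 100% = no-cell wells with DMSO; some compounds called inactive have numbers as strong as hits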
V-ATPase pH: alters yeast V-ATPase proton transport; S. cerevisiae, pHLuorin cytosolic pH fluorescence; response, % at 10 µM; 350,000 compounds, 0.37% hits; AID 504577; in the data active = response mostly above about 7.3%, no sharp cut-off; inactive = mostly below about 5.4%; also: actives read high; inactives centre near 0; some compounds called inactive have numbers as strong as hits; reference of the scale not given here
RTF Ca sens act: cardiac RTF calcium sensitization | 340,000 compounds, 0.24% hits | IANBD-labeled TnC RTF fluorescence at EC20 calcium; 0% EC20 calcium, 100% full calcium | P19429+P45379 | AID 493008 | activation, % at 7.2 µM;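 active = activation above the mean over all tested compounds plus 3 SD, cut at about 30% in these data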;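 also: rise in fluorescence read as greater calcium sensitivity of cardiac thin filaments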
RTF Ca sens inh: cardiac RTF calcium desensitization | 340,000 compounds, 0.12% hits | AID 493244 | inhibition, % at 7.15 µM | IANBD-labeled cardiac RTF, Ca2+ fluorescence | P19429+P45379;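 active = inhibition above the mean inhibition of all tested compounds plus 3 SD, cut at about 17% in these data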;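 also: assay run at fixed EC70 calcium of 1.6 mM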
* hit, by the source's call; . = no result given.

smiles	MOR-DOR ag	Keap1 Nrf2 FP	HTR5A ag ctr	C-LANA FP	MOR-DOR inv ag	CAL-PDZ inh HTS	HTR5A inv ag	V-ATPase pH	RTF Ca sens act	RTF Ca sens inh
COc1ccc(N(CC(=O)NCCC2=CCCCC2)S(=O)(=O)c2ccc(C)cc2)cc1OC	-1.2	-2	1	1.3	6	-3	-4	1	-7	-12
Cc1ccc(C)c(S(=O)(=O)N2CCCC2CNC(=O)C(=O)NCCN2CCOCC2)c1 (configuration not stated)	-2.9	-4	2	-0.1	15	1	-5	3	4	0
COc1ccc(-c2c(C#N)c(N)nc3c2CCCC3)cc1OC	2.0	0	-4	1.7	-11	.	-26	-1	12	-1
CCOc1cc(/C=C2\SC(=N)N(c3nonc3N)C2=O)ccc1OCCN1CCOCC1	0.9	-3	-3	0.2	-5	2	9	-1	8	-6
Cc1ccc(S(=O)(=O)N2CCC(C(=O)Nc3ccc(C(C)C)cc3)CC2)cc1	2.3	-6	-1	-1.2	-9	4	3	-3	-2	-6
C=CCOC(=O)COc1ccc2c(C)c(C)c(=O)oc2c1C	0.4	-8	2	-1.2	-2	-4	27	0	-1	-1
Cn1ncc([N+](=O)[O-])c1C(=O)NCc1ccccc1	-1.7	-2	2	2.2	9	-3	-8	-1	5	-9
CCOC(=O)Cc1csc(NC(=O)c2cc(C)on2)n1	-0.6	2	-4	1.0	4	1	-20	3	-4	-2
O=C(NNS(=O)(=O)c1ccc(Br)cc1)c1cccs1	-3.8	-8	-2	1.3	19	2	6	0	1	-3
O=C(CC1Nc2ccccc2NC1=O)Nc1ccccc1 (configuration not stated)	0.0	-6	17*	-1.4	0	-4	2	3	-2	-8
CCC(=O)c1ccc(O)c(OC)c1	-2.1	-4	6	0.5	11	3	10	-3	-2	-12
CCN(CC(=O)NCc1ccc(Cl)cc1)C(=O)CSCC(=O)Nc1ccc(C)cc1	-2.8	-5	1	-0.1	15	1	-1	-3	0	13

smiles	MOR-DOR ag	Keap1 Nrf2 FP	HTR5A ag ctr	C-LANA FP	MOR-DOR inv ag	CAL-PDZ inh HTS	HTR5A inv ag	V-ATPase pH	RTF Ca sens act	RTF Ca sens inh
Cc1nc(-n2cc(F)c(=O)[nH]c2=O)c2nc(C)oc2n1	-2.7	0	1	0.9	13	.	3	-1	-4	1
CCn1c(=O)cc(OCC(=O)NCc2cccnc2)c2ccccc21	-1.8	-2	1	0.9	8	.	-2	-1	3	-3
COCCNC(=O)/C(C#N)=C\c1ccc(CNS(=O)(=O)c2ccccc2)o1	-1.9	1	2	-0.8	10	-4	6	2	-3	3
CCSc1nc2c([nH]c3ccccc32)c(=O)n1C	-1.2	-4	3	-1.1	6	6	-9	0	1	2
Cc1n[nH]c(=S)n1-c1ccccc1	-1.7	-5	0	-1.5	9	-5	15	-1	-2	-6
Cc1cc(-c2nn(C)c(=O)c3ccccc23)cc(C)c1O	-1.8	-5	1	-1.2	9	-10	14	0	7	-6
CCOC(=O)c1ccc(NC(=O)CNC(=O)C2CCCCC2)cc1	-1.5	-6	-2	-1.9	8	-1	1	2	5	-3
COc1ccc2[nH]c(=O)c(COC(=O)c3cccs3)cc2c1	-1.0	4	3	-0.2	5	-5	-4	-4	-1	-4
COc1ccc(N(CC(=O)NCc2ccccc2)C(=O)CCC(=O)Nc2cc(C)ccn2)c(OC)c1	-3.2	0	0	0.4	17	-4	-1	-2	10	7
CCN(CC)S(=O)(=O)c1csc(C(=O)Nc2ccccn2)c1	1.1	-1	0	0.0	-6	-4	0	5	-1	4
COC(=O)Cc1c(C)c2ccc(OCC(=O)N3CCCC(C)C3)c(C)c2oc1=O (configuration not stated)	0.2	-1	2	-1.1	-1	1	-10	-2	-2	-1
COc1ccc(CC(O)COS(N)(=O)=O)cc1 (configuration not stated)	-1.9	-5	6	-0.4	11	-1	-17	-3	-2	-5

smiles	MOR-DOR ag	Keap1 Nrf2 FP	HTR5A ag ctr	C-LANA FP	MOR-DOR inv ag	CAL-PDZ inh HTS	HTR5A inv ag	V-ATPase pH	RTF Ca sens act	RTF Ca sens inh
Cc1ccc(F)c(C2C3C=CCC(c4cccc(-c5ccc(N(C)C)cc5)c4)C3C(=O)N2Cc2ccccc2)c1 (configuration not stated)	-0.4	-6	6	-0.7	2	0	22	-4	4	-8
CN(CC(=O)Nc1ccccc1Br)C(=O)CNC(=O)c1ccco1	-1.3	-2	3	0.4	9	-3	6	5	-1	-8
COc1ccc(-c2nsc3c(N4CCN(S(=O)(=O)c5ccccc5F)CC4)ncnc23)cc1	3.3	-5	6	-1.8	-18	-1	-12	0	-1	3
CCCC(=O)Nc1ccc(C(=O)Nc2cccc(OC)c2)cc1	0.8	1	-2	-1.0	-5	2	6	9.7*	2	-12
COCCCn1c(C(C)C)nc2oc3cc(OC)ccc3c(=O)c2c1=O	-0.3	1	4	0.8	1	.	16	1	3	0
COc1ccccc1N1CCN(C2CCCN(C(=O)c3ccccn3)C2)CC1 (configuration not stated)	-2.7	-1	-2	-0.7	14	1	-6	-1	0	-2
O=C(NC(Cc1c[nH]c2ccccc12)C(=O)O)/C(=C\c1ccc2c(c1)OCO2)NC(=O)c1ccccc1 (configuration not stated)	-1.7	0	11	-3.9	9	-2	-34	-5	8	-12
CCCCN(C(=O)Cn1nnc2ccccc21)C(C(=O)NCCOC)c1ccc(OC)cc1OC (configuration not stated)	-2.5	-6	6	-0.6	14	.	-20	1	0	1
CC1CCN(c2ccc3nnc(CCC(=O)N4CCCCC4)n3n2)CC1	0.1	2	-4	1.9	-1	-4	14	-1	-9	-9
O=S(=O)(Nc1ccc(OC(F)F)cc1)c1ccc(-c2ccon2)s1	-0.4	0	2	0.4	2	-1	-7	-4	9	-3
Fc1ccc(Oc2cc(N3CCOCC3)nc(-c3ccccc3)n2)c(F)c1	-0.8	-4	6	-0.4	4	1	-15	2	-6	1
Cc1cccc(-c2cc(C(=O)Nc3cccnc3)c3ccccc3n2)c1	5.3	1	0	-0.9	-37	-4	-12	1	-6	-2

smiles	MOR-DOR ag	Keap1 Nrf2 FP	HTR5A ag ctr	C-LANA FP	MOR-DOR inv ag	CAL-PDZ inh HTS	HTR5A inv ag	V-ATPase pH	RTF Ca sens act	RTF Ca sens inh
COC(=O)c1ccc(COc2ccc(NC(C)=O)cc2)o1	-1.8	0	4	-9.0	9	.	-10	-1	10	-5
Cc1ccc(NC(=O)CSCC(=O)Nc2sccc2C#N)cc1	-2.3	.	-9	.	12	13	25	-1	-5	-5
Cc1ccc(/C(O)=C2/C(=O)C(=O)N(c3ccccn3)C2c2ccc(F)cc2)cc1 (configuration not stated)	-3.6	-2	3	-3.9	18	-5	-11	7	-1	-6
COc1ccc(N(CC(=O)Nc2ccccc2SC)S(C)(=O)=O)cc1OC	-1.1	-3	1	-0.2	6	0	-16	2	3	-5
CC/C(=C\C(=O)c1ccncc1)Nc1ccc(Br)cc1	-0.9	0	-2	0.3	5	-2	0	2	-6	7
O=C1c2ccccc2C(=O)N1CCc1nc2ccccc2c(=O)n1Cc1ccco1	-1.1	4	0	-0.6	5	-2	1	1	5	-2
O=S(=O)(c1ccccc1)N1CCN(Cc2ccc(Cl)cc2)CC1	4.9	1	9	2.4	-25	0	-25	-2	1	-5
C=CCOc1ccc(-c2nc3c(c(=O)[nH]c(=O)n3CCCC)n2C)cc1Br	1.4	4	1	-0.2	-10	4	1	-2	-3	3
COc1ccc(N/C=C2\CCc3ccccc3C2=O)cc1	2.8	3	0	0.7	-14	.	8	1	-1	-8
COC(=O)C1CCN(S(=O)(=O)Cc2ccccc2)CC1	-0.2	2	8	1.4	1	-3	6	-8	-5	1
COc1cc(-c2ccc3c(=O)c4ccccc4sc3c2)cc(OC)c1OC	-0.6	-6	6	1.3	3	-1	-1	-1	-1	1
COc1ccc(S(=O)(=O)NC2CCCCC2)cc1F	-3.2	1	2	0.8	16	-3	-5	-4	2	0

smiles	MOR-DOR ag	Keap1 Nrf2 FP	HTR5A ag ctr	C-LANA FP	MOR-DOR inv ag	CAL-PDZ inh HTS	HTR5A inv ag	V-ATPase pH	RTF Ca sens act	RTF Ca sens inh
CN(CCc1cn[nH]c1)Cc1nc(Cc2ccccc2F)no1	-0.7	-1	2	-0.2	5	2	17	-5	-3	4
CC1CCCCC1NC(=O)CSc1nnc(-c2ccco2)n1C (configuration not stated)	-3.1	3	0	0.6	12	2	-12	3	4	-9
CSCCC(NC(=O)c1ccc(Br)cc1)C(=O)O (configuration not stated)	-2.5	-2	2	-1.3	12	-2	-4	-6	-1	-8
CCOc1cccc2sc(NC(=O)CCS(=O)(=O)c3ccccc3)nc12	-1.2	-6	1	-1.9	6	-1	16	4	-4	1
CC(NC(=O)c1ccnc(C(C)(C)C)c1)c1ccccc1 (configuration not stated)	-0.3	-6	1	-0.1	1	-1	-3	0	1	-5
O=C1OC=NC1=Cc1ccccc1	-1.7	-1	-4	0.2	9	1	17	0	-1	-14
CC1(CO)COC(c2ccccc2)=N1 (configuration not stated)	-2.5	-1	9	-0.1	13	-3	6	-1	2	-9
COc1ccc([C@@H]2C[C@H](c3ccccc3)Oc3cc(C)cc(C)c32)cc1	-0.3	1	-1	1.8	1	-3	2	2	-1	-6
O=C(CCc1ccccc1)Nc1cccc([N+](=O)[O-])c1	0.3	-3	2	-0.5	-2	-4	-6	-1	2	-6
CCCc1cc(=O)[nH]c(SCC(=O)NCCC2=CCCCC2)n1	-0.5	0	-2	-1.1	2	-5	6	3	-1	-7
Nc1[nH]nc2nc(NCc3ccccc3)c3c(c12)CCN(Cc1ccccc1)C3	-2.5	0	-1	-1.6	13	-2	2	1	-5	-2
Cc1cccc(N2CC(=O)N(c3cccc(C)c3)CC2=O)c1	-1.5	-1	-2	2.1	9	-8	7	1	1	6
